N-glyco inh – N-linked glycosylation inhibition | D54 ERlucT glycosylation luciferase reporter, 24 h; percent of 100 nM tunicamycin response | reporter increase, % at 12.5 µM | 360,000 compounds, 0.23% hits;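 active = mean luciferase reporter signal, scaled so untreated is 0 and the glycosylation-blocking control 100, at or above a set limit in every replicate; inconclusive = mean reaches the limit but not every replicate does; inactive = mean below the limit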;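 note: luciferase carries N-glycosylation sites so blocking glycosylation raises the light; 0% = median of neutral control wells and 100% = median of 100 nM tunicamycin wells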
TLR9-MyD88 block – TLR9-MyD88 interaction inhibition; 340,000 compounds, 0.21% hits; Q9NR96+Q99836; CHO BLA complementation TLR9-MyD88, CCF4 FRET ratio; inhibition, % at 4.98 µM; AID 504734;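 active = inhibition above the mean over all tested compounds plus 3 SD, cut at about 21% in these data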;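 note: 0% = DMSO only wells and 100% = clavulanate BLA inhibitor control wells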
Granule exo inh – blocks lytic granule exocytosis; TALL-104 LAMP-1 surface exposure, flow cytometry; cells stimulated with thapsigargin and PMA; inhibition, % at 10 µM; 360,000 compounds, 0.66% hits;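 active = inhibition above about 55%, limit read from the data; inconclusive = no clear call, values can overlap the other calls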
aDG glyco up – increases alpha dystroglycan glycosylation | 360,000 compounds, 0.22% hits | activation, % at 10 µM | Pro5-aDG cells, alpha-DG glycosylation AlphaScreen (IIH6); 0% Pro5, 100% B10-LARGE cell signal | AID 624168;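 active = activation of at least 8% versus controls, or a plate z-score of at least 8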;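 note: Pro5 are CHO cells carrying HIG-tagged alpha-DG that lacks glycosylation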
MC4R ag barr – agonists of human melanocortin 4 receptor (MC4R) beta-arrestin; P32245; 360,000 compounds, 0.98% hits; activation, % at 8.9 µM; U2OS MC4R beta-arrestin complementation, luminescence; percent of melanotan II response, DMSO zero;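 active = activation above a per-plate cutoff, the mean activation of sample wells on that plate plus 3 SD, cut at about 8% in these data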
Target sequence (P32245 whole entry, looked up): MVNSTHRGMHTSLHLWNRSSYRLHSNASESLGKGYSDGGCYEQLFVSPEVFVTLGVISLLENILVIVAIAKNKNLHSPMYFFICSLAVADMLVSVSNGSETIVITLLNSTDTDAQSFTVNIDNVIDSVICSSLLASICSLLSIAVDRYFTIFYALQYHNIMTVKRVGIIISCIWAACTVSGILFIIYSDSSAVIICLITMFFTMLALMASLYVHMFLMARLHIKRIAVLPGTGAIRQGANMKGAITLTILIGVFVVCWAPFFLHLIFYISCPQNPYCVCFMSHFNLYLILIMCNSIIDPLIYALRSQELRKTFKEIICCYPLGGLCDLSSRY
ABHD5 PLIN5 PPI – inhibitors of human ABHD5-perilipin-5 interaction; Q00G26+Q8WTS1; Split G. princeps luciferase complementation, luminescence, 4 h; inhibition, % at 4 µM; 360,000 compounds, 0.78% hits;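 active = inhibition above the mean inhibition across every tested compound plus 3 SD, cut at about 22% in these data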;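 note: 0% = DMSO only wells and the 100% control is not disclosed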
ABCB6 inh 2 – human ABCB6 transporter inhibition; K562-ABCB6 porphyrin accumulation, flow cytometry, 1 h; stronger effect = lower value; fluorescence ratio to DMSO, % at 10 µM; 360,000 compounds, 0.19% hits; AID 602162; Q9NP58;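 active = fluorescence ratio to DMSO below 75%, the collection mean minus 3 SD; inconclusive = too few cells collected in the well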;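 note: signal is porphyrin accumulated inside mitochondria; 100% equals median channel fluorescence of DMSO control wells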
Vif inh – inhibitors of HIV Vif; HEK293T cells, Vif self-association by quenched fluorescence, imaging, 24 h; inhibition, % at 7.49 µM; 340,000 compounds, 0.35% hits; AID 602346; in the data active = inhibition above about 50%, passing the limit was not always enough; inconclusive = no clear call, values can overlap the other calls; inactive = below about 31%; note: some results filed as inactive read as strong as hits
NOD2 RIPK2 PPI – inhibitors of human NOD2-RIPK2 interaction; O43353; CHO BLA complementation NOD2-RIPK2, CCF4 ratio; inhibition, % at 4.98 µM; 360,000 compounds, 0.38% hits; AID 624267; in the data active = inhibition above about 21%;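 note: 0% = vehicle only and 100% = reference blocker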
Target sequence (O43353 whole entry, looked up): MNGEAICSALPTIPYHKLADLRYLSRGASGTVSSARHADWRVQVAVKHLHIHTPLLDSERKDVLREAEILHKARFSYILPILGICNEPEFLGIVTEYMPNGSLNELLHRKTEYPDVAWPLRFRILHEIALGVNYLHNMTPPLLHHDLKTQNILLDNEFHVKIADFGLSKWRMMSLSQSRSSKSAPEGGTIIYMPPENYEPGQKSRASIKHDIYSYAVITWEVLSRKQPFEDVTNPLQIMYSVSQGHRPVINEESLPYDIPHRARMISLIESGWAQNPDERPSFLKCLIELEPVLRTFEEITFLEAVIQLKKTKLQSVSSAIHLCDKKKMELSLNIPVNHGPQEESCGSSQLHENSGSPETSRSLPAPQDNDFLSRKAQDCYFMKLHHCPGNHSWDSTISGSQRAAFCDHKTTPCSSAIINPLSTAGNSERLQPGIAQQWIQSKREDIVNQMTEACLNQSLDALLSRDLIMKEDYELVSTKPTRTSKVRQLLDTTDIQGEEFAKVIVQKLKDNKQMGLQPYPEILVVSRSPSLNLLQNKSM
MC4R antag cAMP – blocks human MC4R cAMP signaling; MC4R-expressing cells, MTII-stimulated cAMP, LANCE TR-FRET; AID 540295; inhibition, % at 6.5 µM; P32245; 360,000 compounds, 0.48% hits;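 active = inhibition above its plate's cutoff, the mean of tested wells on that plate plus 3 SD, cut at about 29% in these data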;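 note: 0% = Melanotan II alone and 100% = Melanotan II plus saturating MCL0020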
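System: U2OS-MC4R stable cell line; Technique: Eu-cAMP/anti-cAMP TR-FRET, emission 671 nm; Repeats: single well per compound; Also added: Melanotan II; Dosing: one concentration, 6.5 µM nominal; Schedule: 30-min compound, 1-h challenge, 1-h detection, room temperature.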
Starred values were filed as active, the others as inactive; ? = inconclusive; . = not tested or not shown; & = joins results of further samples. These rows are one share of the data; the hit share may differ from the screen's.

Results follow in this order: N-glyco inh	TLR9-MyD88 block	Granule exo inh	aDG glyco up	MC4R ag barr	ABHD5 PLIN5 PPI	ABCB6 inh 2	Vif inh	NOD2 RIPK2 PPI	MC4R antag cAMP
Cc1c(Cl)cccc1NC(CC(=O)c1ccccc1)C(=O)O (configuration not stated)
 : -1	7	6	0.0	-1.1	84*	96	3	4	5
CCOc1ccc(CN2CCN(CC3CC3)CC2CCO)cc1 (configuration not stated)
 : 1	1	-3	0.1	-1.1	0	102	-2	-8	21
COc1cccc(-c2sc3ccccc3c2-c2ccc(OCCN3CCCC3)cc2)c1
 : -6	1	1	1.5	11*	17	91	14	13	10
COc1ccc(C(=O)NCC(=O)OCC(=O)NCc2ccco2)cc1
 : 2	-8	-3	0.0	-1.5	7	98	-3	-7	9
Cn1c(Br)nc2c1c(=O)n(Cc1ccccc1)c(=O)n2C
 : -1	1	-3	2.4*	-0.3	5	99	9	-3	6
Cc1cccc(C(=O)N[C@H](C(=O)Nc2ccc(C)c(S(=O)(=O)N3CCOCC3)c2)C(C)C)c1
 : -1	2	-4	0.5	1.9	0	98	7	9	3
COc1ccc(N2CCN(C(=O)c3oc4ccccc4c3NC(=O)Cc3ccc(OC)c(OC)c3)CC2)cc1
 : -1	-15	9	-0.4	-1.2	-4	107	-6	5	0
COc1cc(Br)cc(/C=N/NC(=O)Cc2ccccc2)c1O
 : -3	3	0	0.6	-2.3	5	94	-8	-4	9
COc1ccc(Cc2nn3c(-c4cc(OC)c(OC)c(OC)c4)nnc3s2)cc1
 : 5	6	1	0.0	-1.9	0	97	-1	-1	-38
CC(C)(C)c1ccc(C(=O)NCC(=O)N/N=C/c2cccs2)cc1
 : 2	0	-1	0.1	-3.3	-4	94	-9	7	6
Cc1nc2sc3c(c2c(=O)o1)CCCC3
 : 0	-11	3	0.1	-1.6	-11	101	7	1	4
COc1ccc(/C=N\NC(=S)SCN2C(=O)C3CCC(C)(C2=O)C3(C)C)cc1 (configuration not stated)
 : -1	2	-4	-0.2	-2.0	-11	87	-10	-4	2
Nc1cc(=O)nc(SCC(=O)NCc2ccccc2)n1CCc1ccccc1
 : 1	-4	-1	-0.3	-0.1	-5	97	-30	-7	15
Cn1ccsc1=NC(=O)c1cc(S(=O)(=O)N2CCOCC2)ccc1F
 : -1	4	0	-0.3	-0.4	-6	97	13	-3	0
COc1ccccc1CN1CCNC(=O)C1CC(=O)NCCc1cnccn1 (configuration not stated)
 : 1	-16	-2	0.0	-0.5	5	99	-2	-5	6
O=C(N/N=C1/CCS(=O)(=O)c2ccc(F)cc21)c1cccnc1
 : 1	-7	-7	-0.3	-3.5	2	99	4	5	13
CC[C@H](C)[C@@H]1NC(=O)c2cc([N+](=O)[O-])cc(F)c2OCC[C@@H](C(N)=O)NC(=O)[C@H](CCCCN)NC1=O
 : 4	6	-7	0.0	0.1	-2	100	-1	-4	-3
COc1ccc(/C=N/c2oc(-c3ccccc3)cc2C#N)cc1OC
 : -1	5	0	0.0	0.9	-5	104	-2	5	-3
CC(C)(C)n1nnnc1C(c1ccc(C(F)(F)F)cc1)N(Cc1ccc(F)cc1)Cc1ccco1 (configuration not stated)
 : -7	-8	18	0.0	-0.9	-11	117	-13	4	3
COCCNc1nc(-c2cc(-c3ccc(Cl)cc3)on2)cc(C(C)C)n1
 : -2	4	-2	-0.3	-0.4	-1	94	.	-8	9
CCOc1ccc(NC(=O)CN(C)CC(=O)NC2CCCc3ccccc32)cc1OCC (configuration not stated)
 : 3	-3	5	0.1	-1.7	-5	101	-1	4	1
C/C(=N\NC(=S)NCc1ccccc1)c1ccccc1
 : 0	5	-1	1.8	-0.7	-4	100	6	14	-3
CCNC(=O)CON=C1c2ccccc2-c2ccccc21
 : 0	-4	-2	0.8	-1.2	4	91	-1	13	14
Cc1ccc(C)c(-c2nnc(NC(=O)Cc3ccccc3)o2)c1
 : -1	-4	-12	1.3	-1.0	-3	102	-5	5	7
Cc1cc(C)n(C(=O)/C=C/c2cccs2)n1
 : 2	0	-7	0.1	0.3	2	96	2	-6	10
Cc1ccc(CNc2nc3ccccc3n2C)cc1
 : -16	11	-2	0.1	-0.1	0	102	6	2	1
Oc1cccc(CN2CCN(c3ncc(Cc4ccccc4)cn3)CC2)c1
 : .	.	-1	0.1	.	-1	.	.	0	.
Fc1ccccc1CSc1nc2ncc(Br)cc2[nH]1
 : 2	-4	-1	0.1	2.7	-3	88	3	-12	10
C(=N\Nc1nc(-c2ccccc2)cs1)/c1ccncc1
 : -3	2	-2	-0.2	-0.9	0	92	6	-3	13
CCSCCOC(=O)C1=C(C)NC(=O)NC1c1ccc2c(c1)OCO2 (configuration not stated)
 : -2	7	-11	-0.1	-0.1	2	102	1	2	22
COc1ccccc1-n1c(SCC(=O)N2CCCC2)nc2cccnc21
 : 0	-11	-1	0.1	-0.6	-1	98	-2	4	7
C/C(=C\C(=O)N1CCc2ccccc21)C(=O)O
 : 3	1	-1	-0.2	-3.1	-1	102	1	-2	3
CCOc1ccccc1N1CCN(C(=S)NCc2ccc(Cl)cc2)CC1
 : -3	0	11	0.4	-2.3	2	91	-2	7	0
Cc1ccc(CNS(=O)(=O)c2ccc3c(c2)n(C)c(=O)c(=O)n3C)cc1
 : 2	7	-7	0.0	-4.8	-4	101	11	0	9
O=C(CSc1nnc(COc2ccccc2)o1)Nc1ccc(F)cc1
 : 2	-1	-4	-0.2	-0.7	7	97	13	-12	10
CCCCn1c(CNC(=O)Cc2ccccc2)nc2ccccc21
 : 0	-6	-3	-0.1	-0.3	4	98	4	-19	0
Cc1ccccc1SCC(=O)Nc1cc(S(=O)(=O)N2CCOCC2)ccc1N1CCOCC1
 : -4	-2	-3	0.0	-2.1	2	96	5	-6	8
c1csc(-c2nc(N3CCOCC3)c3ccccc3n2)c1
 : -1	-8	5	0.0	-2.4	-1	89	0	-9	-5
CCC1(C)NC(=O)N(CC(=O)Nc2sc3c(c2C(N)=O)CCC3)C1=O (configuration not stated)
 : 1	-13	0	0.3	0.8	2	103	-8	8	7
Cn1c(=O)n(CC(=O)Nc2ccc(F)cc2)c2ccccc21
 : 0	8	0	-0.3	-1.2	3	98	-2	5	5
CC1CCCCN1C(=S)NCc1ccccc1 (configuration not stated)
 : 2	0	-3	0.6	-0.3	-3	105	12	2	3
S=c1nc[nH]c2nc[nH]c12
 : 247*	-5&-9	-1&4	0.2&0.1	-2.1&-0.5	0&-16	101&104	-3&13	-6&-18	8&6
CCCCn1c(-c2ccc(OC(F)F)cc2)nc2c1c(=O)[nH]c(=O)n2CC(C)C
 : -1	-12	-4	0.1	4.2	2	101	-6	3	14
CCOc1ccc(CCNC(=O)COC(=O)/C=C/c2ccc(OC)c(OC)c2)cc1OCC
 : 2	2	-5	-0.1	-2.5	-1	95	-2	5	0
Cc1ccc(N(Cc2cc3ccccc3[nH]c2=O)S(=O)(=O)c2ccccc2)cc1
 : -4	2	3	0.2	3.7	0	92	-10	-6	-4
Cn1cc(S(=O)(=O)CC(=O)N2CCCc3ccccc32)c2ccccc21
 : 1	12	-2	0.1	-0.9	-6	?	25	-2	3
CC[C@]12C(=O)N(C)C[C@H]([C@@H]3C(=O)N(C)C(=O)[C@@H]31)N2C(=O)c1ccc(C)cc1
 : 3	3	6	0.2	-1.4	6	95	0	8	3
COC(=O)C(O)(CC(=O)Nc1ccc(Cl)cc1Cl)C(F)(F)F (configuration not stated)
 : 2	-5	-5	-0.1	0.0	4	98	.	-5	1
CN(C(=O)c1cccs1)C1(C)CCS(=O)(=O)C1 (configuration not stated)
 : 0	11	2	-0.3	-2.1	2	100	3	2	0
CC1=C(C#N)C(NC(=O)C(C)(C)C)(C(F)(F)F)C(=O)N1 (configuration not stated)
 : -1	5	-1	2.0	-2.2	2	95	-4	7	9

Remaining list, next part:
Results follow in this order: N-glyco inh	TLR9-MyD88 block	Granule exo inh	aDG glyco up	MC4R ag barr	ABHD5 PLIN5 PPI	ABCB6 inh 2	Vif inh	NOD2 RIPK2 PPI	MC4R antag cAMP
NC(=O)CSc1ccc(-c2ccc(F)cc2)nn1
 : 0	3	0	-0.4	-0.5	-11	90	0	-6	21
Cc1ccc(OCCNCc2ccccc2)c(C)c1
 : -1	-5	3	0.4	2.1	-5	100	6	-5	3
Cc1ccc2nc3c(c(Nc4ccccc4)c2c1)CCC3
 : -3	-4	-3	0.5	3.5	4	94	-5	-5	-1
Cc1ccc2nc(C)c(C(=O)N/N=C/c3cccc([N+](=O)[O-])c3)cc2c1
 : -1	0	4	0.5	-0.3	0	103	1	-11	6
CC/C(O)=C(\C#N)c1nnc2n1CCCCC2
 : 3	-10	2	-0.2	-2.0	4	94	2	-8	7
CC(C)(C)C(=O)OCc1nc(-c2ccc(Cl)cc2)cs1
 : -4	-3	9	0.1	-0.9	-1	100	10	2	8
C=CCN(c1cccc(C(F)(F)F)c1)S(=O)(=O)c1cccc(C(=O)OCC(=O)NCCC)c1
 : 0	5	-2	0.3	0.2	1	102	-7	15	7
CCOc1cc(NC2CS(=O)(=O)CC2O)c(OCC)cc1NC(=O)c1ccccc1 (configuration not stated)
 : 0	9	-3	2.3	-0.3	-9	96	-2	1	-17
N#C/C(=C\c1cn(CCOc2ccccc2)c2ccccc12)C(=O)NCc1ccco1
 : 0	-7	6	-0.1	21*	6	95	15	6	20
CCOC(=O)CN1C(=O)C(Sc2n[nH]c(-c3ccccc3)n2)CCc2ccccc21 (configuration not stated)
 : -3	5	-8	1.0	3.4	1	95	.	5	17
CCOc1ccc(-c2nc(CSc3nncs3)cs2)cc1OC
 : -1	-4	1	1.0	-4.0	-3	94	-6	-1	5
CCC(CC)C(=O)NCCc1ccc(OC)cc1
 : 1	8	3	0.4	0.2	3	94	.	-6	-1
COC(=O)C1=C(N)N(c2ccccc2C(F)(F)F)C2=C(C(=O)CCC2)C1c1ccc2c(c1)OCO2 (configuration not stated)
 : -4	-9	-4	-0.5	0.3	-3	91	-7	0	9
N=C(N)c1ccccc1
 : 0&0	-1&1	5&2	0.3&-0.2	-0.7&-0.1	5&-7	96&97	-15&-3	-2&-6	11&11
Cc1cccc(NC(=O)c2cccnc2Oc2ccccc2)c1C(=O)O
 : 0	12	4	0.0	-0.9	3	102	2	-1	9
COC(=O)c1ccc(OC(=O)c2ccccn2)cc1
 : 2	-9	-3	-0.2	-0.4	2	98	.	8	1
CC(NC(=O)C1CCCN1C(=O)c1cccs1)c1ccc(Cl)cc1Cl (configuration not stated)
 : 2	-7	-3	0.0	1.6	-7	93	4	-3	8
CC1C(=O)N2CCCc3cc(NC(=O)C(=O)NCCCc4ccccc4)cc1c32 (configuration not stated)
 : 5	-21	-5	-0.3	0.4	3	95	4	-1	7
COc1ccc(NCc2nnc(SCC(=O)Nc3nc(-c4ccccc4)cs3)n2-c2ccccc2)cc1
 : -12	5	1	0.1	2.9	2	91	5	-7	2
